High-throughput results: PubChem BioAssay, Small Molecule Screening Facility, UW Madison
PriA SSB inh – K. pneumoniae PriA-SSBct interaction inhibition | AlphaScreen SSBct-PriA binding, biotinylated peptide | inhibition, % at 33 µM | actives 0.6% (n = 430,000) | AID 1272365; in the data active means inhibition mostly above about 37%, no sharp cut-off; inactive means mostly below about 20%;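 further: plate controls were negative control peptide for no effect and reference peptide for full effect; strong numbers were not always called active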
* hit, by the source's call; i = inactive; & = joins results of further samples. This is a subset; the hit share may differ from the screen's.

SMILES	PriA SSB inh
COc1ccc(Cl)cc1C(=O)NCC[C@H](O)c1ccc2c(c1)OCO2	-3.0
COc1ccc(N2CCN(C(=O)c3ccc(Cl)cc3Cl)CC2)nn1	-3.0
Cc1oc(-c2ccc(Cl)cc2[N+](=O)[O-])cc1C(=O)Nc1cccc(F)c1	35.0*
Cc1nc(NC(=O)Nc2ccccc2)sc1C(=O)N1CCN(c2cccc(C(F)(F)F)c2)CC1	-9.0
CCN(CC)c1ccc(-c2noc(CN3CCN(c4ccccc4Cl)CC3)n2)cn1	-4.0
CCC1=[N+]([O-])C(C)(C(C)=NO)N(O)C1(C)C (configuration not stated)	-2.6
O=C(c1ccco1)N1CCc2cnc(N3CCOCC3)nc2C1	-27.0
COc1ccc(Cl)cc1NC(=O)C1CN(C(=O)c2ccc3c(c2)OCO3)C1	-2.0
NC(=NOC(=O)C1CCCCC1)c1cccc(Br)c1	-32.3
COc1ccccc1NC(=O)CC(NCCNCc1ccccc1)C(=O)O (configuration not stated)	-20.0&23.0
Cc1ccccc1OCC(O)CNc1ccccn1 (configuration not stated)	9.0
Cc1cc(C)cc(C(=O)Nc2cccc(-c3ccc4nncn4n3)c2)c1	0.0
Cn1c(=O)n(Cc2ccc(F)cc2)c(=O)c2c1nc1oc(-c3ccc(Cl)cc3)cn12	7.0
Cc1ccccc1C=Nn1c(C2CCCCC2)n[nH]c1=S	-0.5
O=C(c1ccsc1)N1CCC(c2nnc(-c3ccc(F)cc3)o2)CC1	-2.0
CCOC(=O)C1CCN(Cc2cc(Cl)c3cccnc3c2O)CC1	96.0
O=C([C@@H]1COc2ccccc2O1)N(CCc1cccs1)Cc1cccnc1	-2.0
CSc1ccccc1C(=O)NCCn1cnc2ccsc2c1=O	-9.0
NC(=O)c1ccccc1OCC#CCNC(=O)Cc1ccccc1Cl	-12.0
COc1ccc(C(=O)N2CCc3nc4ccc(F)cn4c(=O)c3C2)cc1F	-5.0
O=C(C1CN(c2nc3c(C(F)(F)F)cccc3s2)C1)N1CCN(c2ccccc2O)CC1	11.0
CSc1ccccc1C(=O)Nc1cccc2ccc(-n3cccc3)nc12	-4.0
Cc1cccc(N=CC(C(=O)C(F)(F)F)=C(O)c2ccco2)c1	-3.5
CNC(=O)C(=O)Nc1cc(C)ccc1C	-8.0
COc1ccc(OC)c(-c2ccc(N3CCN(C(=O)C(F)(F)F)CC3)nn2)c1	-4.0
COCCCn1cnc2c(-c3ccccc3)cn(CC(=O)Nc3cccc(C(F)(F)F)c3)c2c1=O	5.0
COc1ccc(NC(=O)Nc2ccc(-c3csc4nc(C)cc(=O)n34)cc2)c(OC)c1	-11.0
Cc1ccc(S(=O)(=O)NCC#CCN2CCCC2)c(C)c1	-13.0
Cc1sc2nc3scc(C)n3c(=O)c2c1C	-19.0
O=C(c1ccccc1F)N1c2ccccc2CCc2ccccc21	-13.0&11.0

An excerpt of these results, comma-delimited:
Compound,PriA SSB inh
COc1ccccc1NC(=O)CC(NCCNCc1ccccc1)C(=O)O (configuration not stated),-20.0&23.0
Cc1ccccc1OCC(O)CNc1ccccn1 (configuration not stated),9.0
Cc1cc(C)cc(C(=O)Nc2cccc(-c3ccc4nncn4n3)c2)c1,0.0
Cn1c(=O)n(Cc2ccc(F)cc2)c(=O)c2c1nc1oc(-c3ccc(Cl)cc3)cn12,7.0
Cc1ccccc1C=Nn1c(C2CCCCC2)n[nH]c1=S,-0.5
O=C(c1ccsc1)N1CCC(c2nnc(-c3ccc(F)cc3)o2)CC1,-2.0
CCOC(=O)C1CCN(Cc2cc(Cl)c3cccnc3c2O)CC1,96.0
O=C([C@@H]1COc2ccccc2O1)N(CCc1cccs1)Cc1cccnc1,-2.0
CSc1ccccc1C(=O)NCCn1cnc2ccsc2c1=O,-9.0
NC(=O)c1ccccc1OCC#CCNC(=O)Cc1ccccc1Cl,-12.0
COc1ccc(C(=O)N2CCc3nc4ccc(F)cn4c(=O)c3C2)cc1F,-5.0
O=C(C1CN(c2nc3c(C(F)(F)F)cccc3s2)C1)N1CCN(c2ccccc2O)CC1,11.0
CSc1ccccc1C(=O)Nc1cccc2ccc(-n3cccc3)nc12,-4.0
Cc1cccc(N=CC(C(=O)C(F)(F)F)=C(O)c2ccco2)c1,-3.5
CNC(=O)C(=O)Nc1cc(C)ccc1C,-8.0
COc1ccc(OC)c(-c2ccc(N3CCN(C(=O)C(F)(F)F)CC3)nn2)c1,-4.0
COCCCn1cnc2c(-c3ccccc3)cn(CC(=O)Nc3cccc(C(F)(F)F)c3)c2c1=O,5.0
COc1ccc(NC(=O)Nc2ccc(-c3csc4nc(C)cc(=O)n34)cc2)c(OC)c1,-11.0

Next part.
SMILES	PriA SSB inh
CCCCCCCCCCCOc1ccc(C(=O)Oc2ccc(OCCCCCCCC)cc2)cc1	1.0
O=S(=O)(Nc1cnc2ccnn2c1)c1ccccc1OC(F)(F)F	-3.0
CCOC(=O)c1c(NC(=O)[C@@H]2CC(=O)NN2Cc2ccccc2)sc2c1CCCC2	-5.0
O=C(Nc1ccc(-c2cnc3n2CCC3)cc1)c1ccccc1Cl	2.0
COc1ccc(/C=C/c2nc(-c3ccc(C)cc3)no2)cc1	-16.0
N#Cc1nc(-c2ccc(S(=O)(=O)N3CCOCC3)cc2)oc1NCCCn1ccnc1	3.0&7.0
Cc1ccc(-n2ncc3c(C4CC4)nn(CC(=O)Nc4cc(C)on4)c(=O)c32)c(C)c1	-11.0&-1.0
COc1ccc2nc(-c3ccc(NS(=O)(=O)c4ccc(F)c(C)c4)cc3)cn2n1	-2.0
Cn1cnnc1S(=O)(=O)C1CCN(C(=O)C2CC=CCC2)CC1 (configuration not stated)	-2.0
COc1ccc(C(C)(C)C)cc1S(=O)(=O)N1CCN(c2ccc(-n3nc(C)c(C)c3C)nn2)CC1	-12.0
COc1ccc(F)cc1S(=O)(=O)N1C2C=CCC1CC2 (configuration not stated)	-11.0
Cc1nc2c(-c3ccccc3)c(C)nn2c(NCc2cccnc2)c1Cc1ccccc1	-5.0
COC(=O)c1ccc(S(=O)(=O)NCC2CCN(C(=O)Nc3ccc(F)cc3)CC2)cc1	21.0
O=C(C1CN(S(=O)(=O)C2CC2)C1)N1CCN(C(c2ccccc2)c2ccccc2)CC1	-35.0
COC(=O)c1ccc(N2C(=O)C3CC=CCC3C2=O)cc1 (configuration not stated)	4.0
CC(=NNC(=O)c1cccc(N2CCCC2=O)c1)c1ccncc1	-13.8
CCC(=O)N1CCCc2cc(NS(=O)(=O)CC(C)C)ccc21	3.0
CC(=O)c1ccc(N2Cc3ccccc3C2=NC(=O)Nc2ccc(Cl)cc2)cc1	0.2
CC(C(=O)Nc1ccc2c(c1)OCCO2)S(=O)(=O)c1ccc2c(c1)S(=O)(=O)N=CN2 (configuration not stated)	-25.0
CCn1nc(C(=O)N(Cc2cccnc2)c2nc3cc(C)c(C)cc3s2)cc1C	-9.0
Cc1ccc(/C=N\NC(=O)CNC(=O)c2ccccc2C(F)(F)F)o1	4.0
COc1cccc(-c2nc(CSc3nc4ccccc4c(=O)n3C)c(C)o2)c1OC	-4.0
C[C@@](O)(CNC(=O)C1c2ccccc2Oc2ccccc21)Cc1ccco1	-14.0
Cn1cccc1[C@@H](O)CNS(=O)(=O)Cc1ccccc1	-7.0
Cc1ccc(-c2cc(COC(=O)c3ccco3)no2)cc1	-13.0
Cc1ccccc1NC(=O)N(C1=NCCC1)c1cccc(F)c1	-14.0
Cc1c(C(=O)NCC2COC3(CCCC3)O2)cccc1[N+](=O)[O-] (configuration not stated)	8.0
COC(=O)c1ccccc1NC(=O)CSC1=NC2=C(C(=O)CCC2)[C@H](c2ccco2)C1C#N (some centres not stated)	-8.0
O=C(c1cc(-c2ccc(F)cc2)n[nH]1)N1CCN(c2nc(-c3ccsc3)cs2)CC1	-4.0
O=C(NCc1cccs1)c1csc2nc(-c3ccc(F)cc3)cn12	-9.0&-5.0
Cn1c(-c2ccccc2)cnc1SCC(=O)NCc1ccc2c(c1)OCO2	-7.0
O=C(O)c1ccncn1	6.0
O=C(C1CCCC1)N1CC(Oc2nc3c(C(F)(F)F)cccc3s2)C1	-12.0
Cc1ccc(-n2c(C)cc(C=NNC(N)=S)c2C)cc1	22.8
NCc1ccccc1Cn1cccn1	-5.0
CCC1SC(=N/N=C/c2ccco2)N(Cc2ccccc2)C1=O (configuration not stated)	i
C=CCn1c(SCC(=O)Nc2sc(C)c(C)c2C(=O)OCC)nc2scc(-c3ccc(OC)cc3)c2c1=O	-17.0
CCOC(=O)NCCn1ccnc1C	-1.0
O=C(Nc1cnc(Oc2ccccc2)nc1)Nc1ccc(F)cc1F	12.0
Cc1ccc2ncc(C(=O)Nc3ccc(Br)cc3C)c(=O)n2c1	-7.0
Cc1nnc(C)n1N=Cc1cccs1	-8.4
O=C(NCCc1nc2ccccc2[nH]1)c1c2c(nn1[C@H]1CCS(=O)(=O)C1)CCC2	-21.0
O=C(NCC1CCN(C(=O)c2ccoc2)CC1)c1cc2ccccc2s1	-10.0
CC(C)(C)OC(=O)C[C@@H]1C/C=C/C[C@@H](CC(=O)N[C@@H](CO)Cc2ccccc2)C(=O)N2CCC[C@H]2COC1=O	-10.1
COC(=O)C1CC(OC)CN1C(=O)CCc1ccccc1Br (configuration not stated)	-9.0
CCCCCCOc1ccc(OS(=O)(=O)c2cc(S(=O)(=O)Oc3ccc(OCCCCCC)cc3)c3cccc4c3c2NC4=O)cc1	-7.0
COc1cccc2sc(N(Cc3cccnc3)C(=O)C3CCN(S(=O)(=O)c4cccs4)CC3)nc12	-3.0
CCOc1ccc(OCC(=O)NNC(=O)c2ccc(=O)n(Cc3ccccc3)c2)cc1	-11.0
CC(=NNC(=O)c1cccc(S(=O)(=O)N2CCOCC2)c1)c1ccc(OC(F)F)cc1	-10.2
CCOc1cc(C(=O)N2CCS[C@H](c3ccccc3)CC2)cc(OCC)c1OCC	14.0
Cc1ccccc1OCC(=O)Nc1ccc(-n2nnn(C)c2=O)cc1	-15.0
Oc1ccc(C=NNC(=S)NCCN2CCOCC2)c(O)c1	66.1
C=CCCC(=O)NCC#CCN(C)Cc1ccccc1	-19.0
CC(C)(C)c1csc(CN2CCN(C(=O)c3ccc(F)c(F)c3)CC2)n1	-15.0
O=C1C(=O)N(Cc2ccc(OCc3ccccc3)cc2)c2ccccc21	2.0
COc1coc(C(=O)Nc2ccc(F)cc2)cc1=O	-13.0&4.0
Cc1nnsc1C(=O)Nc1ccc2c(c1)N(S(=O)(=O)c1ccc(F)cc1)CCC2	-14.0
CCOC(=O)c1ccc2c(c1)sc(=NC(=O)C(C)(C)C)n2C	9.0
C=CCCCCC[C@H](NC(C)=O)C(=O)O	-23.0
CN(C)CCCN(C(=O)c1ccc(Br)cc1)c1nc2ccc(Cl)cc2s1	10.0

(continued)
SMILES	PriA SSB inh
CCOc1ccc(NS(=O)(=O)c2cc(C(=O)NCc3ccccc3)n[nH]2)cc1	17.0
Cc1ccc(S(=O)(=O)N2CCN(c3nc4ccc(C)cc4s3)CC2)cc1	-9.0
CS(=O)(=O)C1CCN(C(=O)c2cc(-c3ccccc3)on2)CC1	-10.0
Cc1nn(C(C)C)c(C)c1S(=O)(=O)Nc1cnc2ccnn2c1	-9.0
CCOc1ccc2nc(NCc3cccnc3)sc2c1	12.0
O=C(Nc1cc(Cl)cc(Cl)c1)c1ccc(Cl)s1	-43.0
O=C(NCCN1CCN(S(=O)(=O)c2ccccc2)CC1)c1cccc(F)c1	2.0
CS(=O)(=O)N1CCC(C(=O)NC2CC(O)C(CO)C2)CC1 (configuration not stated)	-3.0
O=S(=O)(NCC1(O)CCc2ccccc21)c1ccc(Cl)s1 (configuration not stated)	2.0
CCOC(=O)N(Cc1nn(C)c2c1CCC2)C1CCCC1	-3.0
CC(=O)OC(C)(C)C(=O)NC[C@](C)(O)c1cc2ccccc2s1	6.0
CCOC(=O)c1ccccc1NC(=O)CSc1n[nH]c(=O)c2cc(-c3ccc(F)cc3)nn12	-23.0&-18.0
O=C(NCC1CCN(c2ccncc2)CC1)C1(c2cccs2)CCCC1	1.0
CCOCCCn1c(=N)c(C(=O)NC2CCCCC2)cc2c(=O)n3cccc(C)c3nc21	-2.0
Cn1c(=O)c2c(SCC(=O)NCc3ccc4c(c3)OCO4)nc(CC(C)(C)C)nc2n(C)c1=O	-22.0
CCOc1ccc(-c2cc(=O)n(CC(=O)N3CCc4ccccc4C3)cn2)cc1	1.0
O=S(=O)(NCC1(O)Cc2ccccc2C1)c1ccc(-n2cccn2)cc1	-10.0
COC(=O)c1ccc2c(=O)n(CCC(=O)N3CCC(Cc4ccccc4)CC3)c(=S)[nH]c2c1	-6.0
CC(CC(C)(C)C1CCCCC1)=NNC(N)=S	12.1
O=C(CNC(=O)OCc1ccccc1)NCc1ccnc(-c2ccco2)c1	-17.0
O=C(NCc1cc(-c2cccs2)n(C2CCCC2)n1)[C@@H]1CC=CCC1	-12.0
O=C(OCc1ccco1)c1cc2ccccc2oc1=O	8.0
O=C(Cc1ccccc1)NN=Cc1ccc2c(c1)OCO2	-9.4
O=S(=O)(Cc1ccccc1)NC(c1cccnc1)C1CCOCC1 (configuration not stated)	-9.0
CC(=NO)c1no[n+]([O-])c1C(C)=NO	-0.8
N#Cc1nc(COc2ccc(Br)cc2)oc1N1CCCCC1	104.2*
O=C1S/C(=C\c2ccccc2[N+](=O)[O-])C(=O)N1c1ccc(F)cc1	-1.0
Cc1cc(-c2ccncc2)nn1CCNC(=O)c1ccccc1SC(F)F	-8.0
COCCNc1ncnc2c1c(-c1ccccc1)cn2-c1ccc(C)c(Cl)c1	13.0
COC(=O)c1ccc(NC(=O)C(=O)NCCc2ccoc2)cc1	-1.0
O=C(NCCC1=CCCCC1)C1CN(C(=O)c2cnccn2)C1	-8.0
O=C(c1nc2ccccc2s1)N(Cc1cccnc1)c1nc2cc3c(cc2s1)OCO3	9.0
c1cnc2c(Oc3ncnc4sc5c(c34)CCC5)cccc2c1	-1.0
Nc1cncc2c1NCCC2	5.0
COc1ccc(CNC(=O)NC[C@H](O)c2cccn2C)cc1OC	-1.0
O=C(CCS(=O)(=O)c1ccccc1)Nc1cnn(CC2COc3ccccc3O2)c1 (configuration not stated)	-18.0
Cc1ccc(-n2nc3c(c2NC(=O)c2ccc(N4C(=O)CCC4=O)cc2)CSC3)cc1	1.0
O=C(NCCn1ccc(-c2cccs2)n1)C1CC=CCC1 (configuration not stated)	7.0
